# Screening data deposited in PubChem BioAssay by several laboratories.
# CIT2 TOR yeast – modulators of CIT2-GFP expression in yeast, primary screen, S. cerevisiae, GFP fusion, multiplex flow cytometry, MLPCN library; S. cerevisiae CIT2-GFP strain, 3 h; 100 means same as DMSO wells; GFP response vs DMSO, % at 10 µM; 320,000 tested, 0.065% active;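 active = GFP response relative to DMSO above a set limit, near the screen mean plus 3 SD, cut at about 150% in these data; inconclusive = Fewer than 70 cells measured for a yeast strain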;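 note: ratio of well median GFP fluorescence to mean of DMSO wells on the plate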
# AGP1 TOR yeast – modulators of AGP1-GFP expression in yeast TOR pathway, primary screen, cell-based, multiplex flow cytometry, S. cerevisiae, MLPCN library | AID 2066, 2009 | 320,000 tested, 0.02% active | 3 h; GFP as percent of DMSO wells | GFP response vs DMSO, % at 10 µM;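 active = GFP response relative to DMSO above a set limit, near screen average plus 3 SD, cut at about 150% in these data; inconclusive = fewer than 70 cells counted for the yeast strain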;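 note: median GFP channel fluorescence of the gated AGP1 strain per well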
# BCLXL inh – inhibitors of human Bcl-xL, primary screen, biochemical, fluorescence polarization, HTS; Bcl-2-like protein 1 (Homo sapiens), Q07817; inhibition, % at 10.9 µM; AID 2129, 2009; 320,000 tested, 0.7% active; GST-Bcl-xL / FITC-Bim BH3 peptide fluorescence polarization;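 active = inhibition above the mean of all tested compounds plus 3 SD, cutoff set per campaign, cut at about 30% in these data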;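 note: 0% = DMSO wells and 100% = unlabeled Bim-BH3 peptide competitor; inhibitors lower millipolarization by displacing the labeled peptide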
# Target sequence (Q07817 whole entry, looked up): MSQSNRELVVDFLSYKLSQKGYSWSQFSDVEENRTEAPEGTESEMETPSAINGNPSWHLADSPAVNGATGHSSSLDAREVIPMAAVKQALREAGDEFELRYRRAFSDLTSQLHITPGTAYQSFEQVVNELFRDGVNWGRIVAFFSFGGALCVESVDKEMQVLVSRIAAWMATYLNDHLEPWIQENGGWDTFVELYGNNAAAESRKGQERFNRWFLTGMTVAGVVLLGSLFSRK
# GLD-1 RNA inh – GLD-1/TGE RNA complex disruptors, primary screen, biochemical, fluorescence polarization. purified GLD-1 + fluorescein TGE RNA. inhibition, % at 5.96 µM. 320,000 tested, 0.44% active. AID 2280, 2010;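 active = percent inhibition above a per-plate cutoff, the plate mean of test compounds plus 3 SD, cut at about 30% in these data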;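 note: 0% = DMSO wells with GLD-1 and probe and 100% = wells lacking GLD-1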
# GRK2 inh – compounds blocking aptamer binding on GRK2 – biochemical, human GRK2, bead flow cytometry, HTS, primary screen; AID 488847, 2010; inhibition of aptamer binding, % at 10 µM; FAM-aptamer displacement from GRK2; 330,000 tested, 0.59% active; Beta-adrenergic receptor kinase 1 (Homo sapiens), P25098;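 active = inhibition of aptamer binding above 40%, roughly 3 SD of noise, on plates passing a quality check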;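 note: median bead fluorescence of bound FAM aptamer so fluorescent compounds give negative values; no value below 0 was filed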
# MCL1-BIM inh – inhibitors of MCL1 binding to BIM-BH3, primary screen, biochemical, fluorescence polarization; Induced myeloid leukemia cell differentiation protein Mcl-1 (Homo sapiens), Q07820; GST-MCL1 / FITC-Bim-BH3 fluorescence polarization; inhibition, % at 10.9 µM; 320,000 tested, 0.68% active; AID 2057, 2009;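 active = inhibition above the mean inhibition of all tested compounds plus 3 SD, set per campaign, cut at about 40% in these data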;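 note: 0% = DMSO wells and 100% = unlabeled Bim-BH3 peptide control; higher means more loss of mP so more displacement of Bim peptide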
# Target sequence (Q07820 whole entry, looked up): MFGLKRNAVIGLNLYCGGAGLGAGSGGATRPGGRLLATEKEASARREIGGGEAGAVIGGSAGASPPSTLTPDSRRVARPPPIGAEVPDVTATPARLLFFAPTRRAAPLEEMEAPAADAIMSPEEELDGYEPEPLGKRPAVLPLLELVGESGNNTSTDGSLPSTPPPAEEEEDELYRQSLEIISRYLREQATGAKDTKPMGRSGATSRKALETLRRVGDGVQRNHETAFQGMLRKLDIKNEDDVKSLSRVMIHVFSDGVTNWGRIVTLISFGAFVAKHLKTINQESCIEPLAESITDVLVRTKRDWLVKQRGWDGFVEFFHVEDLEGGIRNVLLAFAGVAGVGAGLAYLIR
# VLA-4 inh – inhibition in human VLA-4 binding assay, primary screen, VLA-4 allosteric modulator project, MLPCN library, flow cytometry, VLA-4 expressing cells; Integrin alpha-4 (Homo sapiens), P13612; inhibition, % (about 7 µM as worked out from the volumes in the protocol); 330,000 tested, 0.2% active; AID 2557, 2010; ligand binding flow cytometry; in the data active = inhibition above about 50%
# MEX-5 binding – MEX-5 zinc finger RNA-binding disruptors – biochemical, C. elegans, fluorescence polarization, MLPCN library, primary screen | Zinc finger protein mex-5 (Caenorhabditis elegans), Q9XUB2 | MEX-5/FITC-TCR2 RNA binding; stronger effect = lower value | activity score (negative = inhibition of binding), % at 10 µM | 300,000 tested, 0.38% active | AID 1832, 2009;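 active = inhibition past about -25% in most replicates, and total fluorescence under double the plate's negative control median, limit read from the data; inconclusive = replicates evenly split on the limit, or fluorescence at least double controls; inactive = too little inhibition in most replicates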;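 note: 0% = DMSO and -100% = 5 µM competing unlabeled TCR2 RNA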
# Target sequence (Q9XUB2 whole entry, looked up): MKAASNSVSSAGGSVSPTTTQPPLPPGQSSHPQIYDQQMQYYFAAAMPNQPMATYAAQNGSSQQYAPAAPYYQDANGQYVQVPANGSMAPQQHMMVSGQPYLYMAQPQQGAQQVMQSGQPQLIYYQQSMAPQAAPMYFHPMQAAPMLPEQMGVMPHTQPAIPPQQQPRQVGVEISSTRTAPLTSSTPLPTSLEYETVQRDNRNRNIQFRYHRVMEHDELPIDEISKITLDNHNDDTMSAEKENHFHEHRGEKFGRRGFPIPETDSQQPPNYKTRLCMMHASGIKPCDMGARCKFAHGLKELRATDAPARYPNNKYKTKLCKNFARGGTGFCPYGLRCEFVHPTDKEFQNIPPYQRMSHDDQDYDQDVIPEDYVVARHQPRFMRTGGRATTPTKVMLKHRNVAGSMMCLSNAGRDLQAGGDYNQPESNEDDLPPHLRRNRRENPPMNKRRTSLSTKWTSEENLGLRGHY
# CR mimetic SO – reduction of superoxide in aged yeast, primary screen, HTS | S. cerevisiae aged cells, superoxide DHE fluorescence; stronger effect = lower value | superoxide response (% of plate mean), % at 10 µM | 330,000 tested, 0.18% active;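 active = superoxide response under a set limit, about three screen SD below normal, cut at about 65% in these data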;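 note: yeast aged for seven days with compound at 30 °C before DHE staining; 100% = average MFI of all compound-treated wells on the plate with controls excluded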
# An asterisk follows results filed as active; ? = inconclusive; . = not tested or not shown.
SMILES,CIT2 TOR yeast,AGP1 TOR yeast,BCLXL inh,GLD-1 RNA inh,GRK2 inh,MCL1-BIM inh,VLA-4 inh,MEX-5 binding,CR mimetic SO
Cc1noc(C)c1C(=O)Nc1ccccc1N1CCCC1,93,100,1,2,0,7,0,.,116
Cc1sc2nc(COC(=O)c3c(F)cccc3F)[nH]c(=O)c2c1C,105,106,2,1,2,-2,18,-2.7,97
O=C1c2cccc3cccc(c23)C(=O)N1OS(=O)(=O)c1ccc(Cl)cc1,100,111,-3,8,1,-7,-3,-0.5,98
COc1cc2cc(C(=O)N3CCC(Cc4ccccc4)CC3)[nH]c2cc1OC,106,105,3,1,0,6,6,-4.8,89
O=C(/C=C/c1ccccc1)CC(O)(c1ccccc1)C(F)(F)C(F)F (centres undefined),84,97,6,4,1,5,-81,1.4,82
O=C1/C(=C/c2ccco2)CCC1C1CCCC1 (centres undefined),93,107,9,3,0,-1,6,-1.9,99
S=C(Nc1ccccc1)N1CCCN1c1ccccc1,.,.,4,6,0,5,12,0.2,89
COc1ccc2oc(C(=O)OCC(=O)N(CC(C)C)c3c(N)n(Cc4ccccc4)c(=O)[nH]c3=O)c(C)c2c1,96,102,-6,4,2,-11,-7,4.1,104
C/C(=N\NC(=O)c1ccccc1Br)c1ccc(N2CCOCC2)cc1,104,100,-1,7,0,2,15,-0.3,94
C/C(=N/NC(=O)c1ccccn1)c1ccncc1,104,105,7,-2,7,13,-2,-2.5,81
CCC(C)NC(=O)CN(c1ccc(OC)cc1)S(=O)(=O)c1ccccc1 (centres undefined),107,100,0,6,4,5,12,-0.8,100
CC(OC(=O)c1ccc(CN2CCCC2=O)cc1)C(=O)Nc1ccc(Cl)cc1 (centres undefined),124,115,2,4,4,5,32,.,99
O=C(N/N=C/c1cccs1)c1cccc(NC(=O)c2ccccc2Cl)c1,89,100,-2,2,0,1,-8,2.3,84
Cc1ccc(NC(=O)CN2C(=O)NC3(CCCCC3)C2=O)cc1S(=O)(=O)N1CCOCC1,102,101,.,3,2,.,8,.,84
Cc1nc2ccc(S(=O)(=O)N3CCCCC3)cc2s1,102,102,0,2,0,-1,1,5.1,103
Cc1ccc(-n2nc3cc(Cl)c(NC(=O)c4ccco4)cc3n2)cc1,91,103,-2,1,4,-4,-3,-5.8,108
Cc1cccc(OCCc2nnc(N)s2)c1C,98,103,9,-1,0,-2,11,1.0,97
COc1cc(/C=N/NC(=O)CNC(=O)c2ccco2)ccc1O,118,106,-1,2,0,0,-2,1.2,96
O=C(CSc1nnc(-c2cccnc2)s1)Nc1ccnc2ccccc12,103,101,4,3,3,4,25,-1.3,94
Cc1nc(NCCN2CCOCC2)c2oc3ccccc3c2n1,110,108,9,0,8,2,2,0.8,100
O=C(Nc1ccc(Cl)cc1)Nc1nnc(CSCc2ccc(Cl)cc2)s1,111,106,7,-1,3,4,-5,0.5,117
CCOc1cccc(-c2cc(-c3n[nH]c(=S)n3CC)c3ccccc3n2)c1,?,?,3,0,1,5,10,-1.0,114
CCCc1cc(C(=O)Nc2ccc(F)c(Cl)c2)no1,100,104,16,9,1,3,4,3.8,85
CCOC(=O)c1c(NC(=O)COC(=O)c2ncc(Cl)c(Cl)c2Cl)sc(C(=O)N(C)C)c1C,88,94,-2,4,0,-7,-1,2.3,98
O=C(C1CCCN(c2ncnc3c2nc2n3CCCCC2)C1)N1CCN(c2ccccc2)CC1 (centres undefined),108,102,0,1,3,-5,-2,-2.1,107
COc1ccc(N2CC(C(=O)NCCC3=CCCCC3)CC2=O)c(OC)c1 (centres undefined),96,104,1,10,0,-3,6,-2.1,101
Nc1ccc(Oc2ccc(Br)cc2)cc1,92,91,-2,-2,5,-7,14,2.2,113
CCNc1nc(N)c(C(=O)c2ccc(Cl)s2)s1,82,96,3,2,2,1,-4,-11,83
CCN(CC(=O)Nc1c(F)cccc1F)C(=O)CCN1C(=O)C2CC=CCC2C1=O (centres undefined),100,108,7,-1,1,0,2,-3.2,101
CCOC(=O)N1CCN(C(=O)/C(=C/c2ccccc2OC)NC(=O)c2ccccc2)CC1,98,110,2,3,0,5,2,0.2,101
Cn1c(=O)n(C)c2cc(/C=N/NC(=O)c3ccc(Cl)cc3)ccc21,89,?,3,0,0,2,3,-2.4,100
COc1ccc(CCNc2ccc([N+](=O)[O-])cn2)cc1,102,98,.,.,3,.,-8,-6.8,96
c1ccc(Sc2ncccn2)nc1,100,116,6,4,0,8,19,1.0,96
CCN1CCCC1CNC(=O)c1cn(CC)c2ccc(S(=O)(=O)N3CCCCCC3)cc2c1=O (centres undefined),103,103,7,3,0,12,11,-2.1,92
Cc1cc(C)c2c(c1)NC(=O)C2(O)CC(=O)c1cccs1 (centres undefined),99,99,7,-2,1,7,2,.,78
COc1ccc(C(=O)NCc2nnc(SCC(=O)N3CCC(C)CC3)o2)cc1OC,98,101,-1,4,2,-2,0,-0.3,98
CCNC(=S)NNc1nc(N2CCOCC2)nc(N2CCOCC2)n1,105,102,-18,4,0,4,-7,-0.1,99
S=C(c1ccc2c(c1)OCO2)N1CCCCC1,79,84,3,0,0,0,1,-0.4,95
Cc1ccc(C(=O)Nc2ccc(SC(F)F)cc2)s1,87,95,2,-3,1,-3,19,-1.8,90
O=C(NCCS(=O)(=O)N1CCN(c2ccc(F)cc2)CC1)C1CC(=O)N(c2ccccc2)C1 (centres undefined),102,99,1,5,0,3,10,2.0,100
CCOC(=O)C1C(=O)N(C(=O)c2cncc(Br)c2)CC1c1ccccc1 (centres undefined),99,110,3,4,4,5,1,0.9,77
Cc1ccc(NC2=CC(=O)C(=O)c3ccccc32)cc1,105,97,17,12,3,17,10,-2.7,103
O=C(CSCc1c(Cl)cccc1Cl)NCc1cccnc1,95,104,3,3,2,6,-7,0.6,89
O=C(NCCc1ccc(Cl)cc1)C1CCCN(c2ncnc3c2nc2n3CCCCC2)C1 (centres undefined),95,92,7,-2,3,3,-7,-0.2,104
C=CCOc1ccc(/C=C/C(C)=N\O)cc1,92,89,3,2,1,2,2,0.3,86
Cc1cc(C(=O)Nc2ccccc2C#N)n(-c2ccccc2)n1,89,92,-5,6,1,0,19,0.6,111
COc1ccc(C(=O)Nc2nc3ccccc3[nH]2)cc1S(=O)(=O)N1CCOCC1,112,95,-2,7,0,7,1,-0.4,91
Clc1ccc(CN(Cc2ccc(Cl)cc2)c2nn[nH]n2)cc1,103,100,6,2,2,5,27,0.2,113
O=S(=O)(O)c1nnc2sc3ccccc3n12,98,104,6,3,5,-3,6,-1.3,94
COc1ccc(NC(=O)COC(=O)c2ccncc2)c(OC)c1,101,99,5,-2,0,0,3,2.3,107
Cc1ccc(C)c(-n2sc3ccc(F)cc3c2=O)c1,114,98,7,5,0,10,-8,.,120
COc1ccc(CCNC(=O)CSc2nc3scc(-c4ccccc4)c3c(=O)[nH]2)cc1,88,87,.,-2,0,.,1,.,105
Cc1nc2ccccc2n1Cc1n[nH]c(=S)n1-c1ccc(Cl)cc1,107,104,-3,-2,3,-1,14,2.5,75
CCCCC(CC)COC1(c2ccccc2)OC(=O)c2ccccc21 (centres undefined),94,99,9,4,0,-1,-9,0.8,103
Cc1cc(C)cc(NC(=O)CN2C(=O)c3ccccc3C2=O)c1,96,99,3,10,0,1,-2,4.0,106
Cc1ccccc1-n1c(SCC(=O)NCC2CCCO2)nc2c([nH]c3ccccc32)c1=O (centres undefined),102,101,6,3,2,6,5,2.0,100
O=C(N/N=C/c1ccc(F)cc1)c1ccc(OCc2ccccc2)cc1,101,120,1,-1,0,-6,3,0.1,104
Cc1onc(-c2ccccc2Cl)c1C(=O)Nc1nc2ccc(S(C)(=O)=O)cc2s1,.,.,1,3,4,1,27,0.7,82
COc1cc(/C(C)=N/NC(=O)c2cccc(S(=O)(=O)N3CCCC3)c2)cc(OC)c1OC,99,86,3,5,50*,-1,-8,-2.0,.
CC1CCN(C2=NC(=O)/C(=C/c3cccc(O)c3)S2)CC1,93,91,5,-9,7,4,-1,1.2,111

# Copied from the list.
# Under AGP1 TOR yeast, Cc1ccc(C)c(-n2sc3ccc(F)cc3c2=O)c1 shows 98
# Under GLD-1 RNA inh, CC1CCN(C2=NC(=O)/C(=C/c3cccc(O)c3)S2)CC1 shows -9

# Further results follow:
SMILES,CIT2 TOR yeast,AGP1 TOR yeast,BCLXL inh,GLD-1 RNA inh,GRK2 inh,MCL1-BIM inh,VLA-4 inh,MEX-5 binding,CR mimetic SO
CCn1c(O)c(C=C2N=c3ccccc3=N2)sc1=S,99,103,-7,-12,4,-11,-13,-1.7,110
CSC1=NCCN1C(=O)c1ccc2c(c1)OCO2,106,105,8,-7,1,7,-9,2.0,95
CCCC1C(c2ccco2)NC(c2ccco2)CC1(C)O (centres undefined),100,98,-5,-4,2,-6,9,-3.1,99
COc1ccc(-c2nnc(NC(=O)c3ccc(S(=O)(=O)N(C)CC4CCCO4)cc3)o2)c(OC)c1 (centres undefined),96,98,5,4,0,4,15,0.7,100
COCCNc1ccc([N+](=O)[O-])cc1C(=O)Nc1cccc(C)n1,104,96,5,68*,2,4,-7,-1.9,87
C#CCSc1nnc(-c2sc(-c3ccccc3)nc2C)n1C,101,97,-2,-3,1,-8,3,-0.6,103
Cc1ccc(NC(=O)CCC(=O)N/N=C/c2ccc([N+](=O)[O-])o2)cc1C,106,110,7,6,0,14,9,-0.4,105
COc1ccc(/C=N/NC(=O)CC#N)cc1Oc1nc(Cl)ncc1F,102,93,-2,-10,0,7,-5,0.2,97
CCC(CC)NC(=O)c1cccc(Br)c1,109,101,7,1,6,0,6,-0.1,107
CCOc1cccc(=O)c2c(C)n(Cc3ccco3)c(C)c12,100,102,14,4,4,17,0,-2.9,96
CCC(SC1=NCCS1)C(=O)Nc1nnc(-c2ccccc2OC)s1 (centres undefined),92,93,1,-3,5,1,-10,0.3,96
CCOC(=O)c1c(N2CCCCC2)c2ccccc2[nH]c1=O,102,103,4,0,2,2,-17,0.3,96
CCN(CC)c1ccc(C=Nc2cc(C)ccc2C)c(O)c1,90,84,-4,6,13,-1,9,-0.3,86
O=C(c1nc2ccccn2c1CN1CCCC(c2nc3ccccc3o2)C1)N1CCCC1 (centres undefined),99,102,3,6,1,3,-4,-1.7,111
O=C(C1=C[C@@H](c2ccc(Br)cc2)C[C@@H](OCc2ccc(CO)cc2)O1)N1CCOCC1,124,99,4,2,1,0,-11,4.4,98
Cc1nnc(SCC(=O)Nc2sccc2C(N)=O)s1,93,93,1,-1,0,13,20,.,135
CC(C)OC(=O)Cn1nnc2c(cnn2-c2ccccc2)c1=O,88,88,5,3,0,6,18,1.1,95
